Compound activity from PubChem BioAssay.
UGM FP inh = Mtb UDP-galactopyranose mutase inhibition; P9WIQ1; purified UGM, fluorescence polarization probe displacement; inhibition, % at 10 µM; 0.06% of 320,000 active; AID 504406; in the data active means inhibition above about 10%, passing the limit was not always enough; inconclusive means no clear call, values can overlap the other calls
Target sequence (P9WIQ1 whole entry, looked up): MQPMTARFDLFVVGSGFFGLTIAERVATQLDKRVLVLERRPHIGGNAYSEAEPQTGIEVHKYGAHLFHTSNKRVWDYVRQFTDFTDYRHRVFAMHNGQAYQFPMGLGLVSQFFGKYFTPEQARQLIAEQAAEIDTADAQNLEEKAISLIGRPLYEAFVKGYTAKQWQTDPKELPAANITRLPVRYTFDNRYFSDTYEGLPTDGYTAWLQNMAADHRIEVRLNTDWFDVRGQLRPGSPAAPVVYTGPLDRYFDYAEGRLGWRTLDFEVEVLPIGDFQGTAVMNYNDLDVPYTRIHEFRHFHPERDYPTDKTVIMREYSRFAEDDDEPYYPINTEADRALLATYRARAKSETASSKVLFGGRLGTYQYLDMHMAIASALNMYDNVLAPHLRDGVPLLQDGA
PrPC TRFRET = cell surface PrPC inhibition, primary TR-FRET screen; P04156; TR-FRET read-out; inhibition, % at 13.8 µM; 0.43% of 370,000 active; in the data active means inhibition above about 24%; further: 0% = median of the test wells and 100% = reference compound wells
GDH-TPI inh = counter-screen for M. tuberculosis FBA inhibitors: GDH-TPI coupled enzymes; GDH-TPI coupled enzyme counterscreen, NADH absorbance; inhibition, % at 4.8 µM; 1.2% of 360,000 active; AID 588335; in the data active means inhibition above about 30%;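 further: 0% = DMSO wells and 100% = wells lacking the enzyme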
FadD28 binding = blocks FadD28 binding to the bisubstrate probe. fluorescence polarization. inhibition, % at 12.5 µM. 0.22% of 360,000 active; in the data active means inhibition above about 8.5%, passing the limit was not always enough; inconclusive means no clear call, values can overlap the other calls
FBA Mtb inh = inhibitors of M. tuberculosis fructose-bisphosphate aldolase; P9WQA3; purified M. tuberculosis FBA, fluorescence read-out; inhibition, % at 1 µM; 2.3% of 360,000 active; AID 588726; in the data active means inhibition above about 27%;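 further: 0% = vehicle and 100% = reference inhibitor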
Target sequence (P9WQA3 whole entry, looked up): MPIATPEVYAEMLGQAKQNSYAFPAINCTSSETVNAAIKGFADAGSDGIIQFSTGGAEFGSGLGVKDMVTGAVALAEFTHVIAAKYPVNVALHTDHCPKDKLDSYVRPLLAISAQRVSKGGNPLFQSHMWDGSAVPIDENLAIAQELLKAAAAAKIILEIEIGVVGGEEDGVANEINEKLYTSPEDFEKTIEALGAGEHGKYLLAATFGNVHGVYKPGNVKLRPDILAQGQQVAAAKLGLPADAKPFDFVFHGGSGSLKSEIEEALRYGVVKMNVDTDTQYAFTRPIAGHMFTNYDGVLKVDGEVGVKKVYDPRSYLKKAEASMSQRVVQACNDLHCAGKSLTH
BioA inh = BioA (M. tuberculosis) enzyme inhibition; purified M. tuberculosis BioA enzyme, plate reader; inhibition, % at 9.99 µM; 0.096% of 360,000 active; AID 602481; in the data active means inhibition above about 40%; inconclusive means no clear call, values can overlap the other calls
Rv3671c inh = inhibits the M. tuberculosis serine protease Rv3671c | inhibition, % at 5.96 µM | 0.048% of 320,000 active; in the data active means inhibition above about 38%;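 further: extracellular domain of Rv3671c used as enzyme; 0% = enzyme with DMSO and 100% = no enzyme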
BoNT-F LC inh = BoNT F light chain protease inhibition. 0.22% of 360,000 active. Multiplex microsphere protease cleavage assay, flow cytometry. inhibition, % at 10 µM; in the data active means inhibition above about 35%, passing the limit was not always enough; inconclusive means no clear call, values can overlap the other calls; further: plate controls were buffer without enzyme for full effect and enzyme alone for no effect
MazF activator = activators of E. coli MazEF toxin-antitoxin RNase; P0AE70; FAM/BHQ RNA-DNA oligo cleavage fluorescence, 5 h; activation, % at 20 µM; 0.32% of 350,000 active; AID 504720; in the data active means activation above about 50%
Target sequence (P0AE70 whole entry, looked up): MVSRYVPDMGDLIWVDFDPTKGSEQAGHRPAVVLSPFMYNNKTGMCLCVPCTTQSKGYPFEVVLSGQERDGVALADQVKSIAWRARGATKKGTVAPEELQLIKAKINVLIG
* hit, by the source's call; ? = inconclusive; / = not tested or not shown; + = active, no number; & = joins results of further samples.

Codes: A = UGM FP inh; B = PrPC TRFRET; C = GDH-TPI inh; D = FadD28 binding; E = FBA Mtb inh; F = BioA inh; G = Rv3671c inh; H = BoNT-F LC inh; I = MazF activator
O=c1c2ccc(Cl)cc2[nH]c(=S)n1-c1cccnc1
  A: 1.7; B: 0; C: 0; D: -1.9; E: 2; F: /; G: -5; H: -5; I: 0

CC1CCCCC1NC(=O)CN1CCN(S(=O)(=O)c2ccc(Br)s2)CC1 (stereo not given)
  A: 0.0; B: 0; C: -3; D: -0.3; E: 2; F: -0.7; G: -1; H: -6; I: -4

COc1ccccc1CCC(=O)OCC(=O)Nc1c(Br)cc(C)cc1Br
  A: 3.0; B: 3; C: 6; D: -0.9; E: -2; F: -2.3; G: 5; H: -2; I: 11

Nc1cccc(S(=O)(=O)Nc2ccc(SC(F)F)cc2)c1
  A: 2.0; B: 2; C: 4; D: -1.1; E: 1; F: -0.7; G: 3; H: 4; I: -3

CC1CC(C)CN(CCCNC(=O)c2ccc3c(c2)NC(=O)CS3)C1 (stereo not given)
  A: 0.0; B: -6; C: -1; D: -1.8; E: 1; F: 0.1; G: 2; H: -7; I: 7

O=C(/C=C/c1cccs1)N1CCc2ccccc21
  A: 0.1; B: -9; C: 30; D: -0.9; E: -1; F: -2.6; G: -8; H: -2; I: 0

NC(=O)c1ccsc1NC(=O)COC(=O)COc1ccccc1F
  A: 0.3; B: -3; C: -9; D: -2.5; E: -2; F: /; G: -5; H: 2; I: 4

Cc1cccc(C(=O)Nc2nnc(-c3ccco3)o2)c1
  A: 0.2; B: 1; C: 9; D: -1.7; E: 1; F: /; G: 8; H: -9; I: 0

COCC1CCCN(C(=O)c2cc(COc3cccc4cccnc34)on2)C1 (stereo not given)
  A: 1.5; B: -3; C: 2; D: /; E: 7; F: -2.0; G: -3; H: 6; I: 1

CCOC(=O)C1=C(C)NC(C)=C(C(=O)OCC)C1C(=O)OCC(=O)N1CCc2ccccc21
  A: 2.0; B: 0; C: 11; D: -0.3; E: 1; F: -0.7; G: -2; H: -2; I: -3

O=C(NCCNC(=O)c1ccc(Br)o1)c1cccnc1
  A: -0.4; B: -4; C: -11; D: -1.4; E: 2; F: -0.8; G: -4; H: -11; I: 1

COc1ccccc1-c1c(C)oc2c(CN3CCOCC3)c(O)ccc2c1=O
  A: -1.4; B: 7; C: 9; D: -2.1; E: +; F: -0.1; G: -5; H: 18; I: -11

CCOC(=O)N1CCN(C(=O)c2ccc(OC(C)=O)cc2)CC1
  A: -1.8; B: -1; C: -1; D: 0.3; E: 4; F: -1.3; G: 8; H: -2; I: -28

COc1ccc(OC)c(/C(O)=C/C(=O)C(=O)Nc2cc(C)cc(C)c2)c1
  A: 2.0; B: -5; C: 8; D: -3.4; E: 5; F: -0.1; G: -4; H: 2; I: -2

CCOC(=O)c1c(C)[nH]c(C)c1C(=O)COC(=O)c1ccc(S(=O)(=O)C(F)F)cc1
  A: 1.3; B: -1; C: -5; D: -5.9; E: -3; F: -1.1; G: -1; H: 7; I: -1

CCOc1ccccc1N(CC(=O)N1CCCCCC1)S(=O)(=O)c1ccc(C)cc1
  A: 2.9; B: 1; C: 0; D: 1.1; E: 0; F: 1.7; G: /; H: -9; I: 3

O=c1cc(-c2ccccc2F)oc2ccccc12
  A: 0.1; B: 5; C: 7; D: -2.5; E: 1; F: 0.1; G: -5; H: 1; I: 2

Cc1cnc(C(=O)Nc2ccc(S(=O)(=O)NCC(C)C)cc2)cn1
  A: 0.2; B: -2; C: 12; D: -1.2; E: 2; F: /; G: -1; H: -1; I: -4

COCCCNC(=O)c1cc2cc([N+](=O)[O-])cc(OC)c2oc1=O
  A: 1.1; B: -1; C: 12; D: -2.8; E: 9; F: -0.2; G: -3; H: 0; I: 2

CCN1CCN(C(=O)CN(c2ccc(F)c(Cl)c2)S(C)(=O)=O)CC1
  A: -0.8; B: 0; C: 1; D: -1.2; E: 0; F: /; G: 10; H: -2; I: 2

CCc1nc2ccc(C)cc2c(C(=O)NC2CCCCC2C)c1C (stereo not given)
  A: -1.2; B: -1; C: 11; D: -3.0; E: -1; F: -0.8; G: -1; H: 4; I: 6

O=C(c1cccs1)N1CCC(Cc2ccccc2)CC1
  A: 2.4; B: 6; C: -1; D: -3.4; E: 0; F: 4.6; G: -5; H: 3; I: 7

COc1ccc(S(=O)(=O)NCCC(=O)Nc2ccc(C)cc2)cc1
  A: 5.6; B: -2; C: 12; D: -2.5; E: 3; F: 0.0; G: -7; H: 5; I: -4

CCOc1ccccc1C(=O)Nc1c[nH]c(=O)[nH]c1=O
  A: 0.9; B: 0; C: 5; D: -3.9; E: 1; F: -0.4; G: /; H: ?; I: 14

CC(C)CN1C(=O)C(=O)N(CC(=O)N2CCC(Cc3ccccc3)CC2)C1=O
  A: 0.2; B: 5; C: 0; D: 0.1; E: 1; F: /; G: 7; H: -6; I: 8

CCNC(=O)C1CCCN(C(=O)c2ccc3snnc3c2)CC1 (stereo not given)
  A: /; B: 3; C: 2; D: -1.7; E: 0; F: 8.7; G: /; H: 1; I: /

S=c1nc[nH]c2nc[nH]c12
  A: -1.3&-0.6; B: 0&5; C: -7&13; D: -3.9&0.4; E: -2&-1; F: -1.4&-1.3; G: -1&-11; H: -7&6; I: 2&1

Cc1ccc(C(=O)NCCn2cc(SCC(=O)Nc3nnc(C)s3)c3ccccc32)cc1
  A: 1.3; B: 2; C: 3; D: -1.3; E: -3; F: -0.9; G: 8; H: -7; I: 19

CC1(c2nnc(Cc3ccccc3)o2)CC(c2ccccc2)=NO1 (stereo not given)
  A: -1.6; B: -2; C: 3; D: -1.9; E: -1; F: 1.1; G: -4; H: -3; I: 2

CCOC(=O)c1c(C)c(C(=O)NCc2ccco2)c(C)n1CC
  A: -2.0; B: -1; C: -7; D: -3.5; E: 0; F: 0.4; G: 1; H: 2; I: 3

COC(=O)c1[nH]c2c(c1C)C(=O)CCC2
  A: -1.9; B: 5; C: 5; D: -4.7; E: -4; F: 2.4; G: -2; H: -14; I: -1

CCc1ccccc1NC(=O)CN1CCN(C(=O)c2cc(C3CC3)nn2-c2ccccc2)CC1
  A: /; B: 6; C: 11; D: -0.4; E: 0; F: 3.1; G: /; H: -6; I: 2

COc1ccc(-n2c(-c3ccc(Br)cc3)c[n+]3c2CCC3)cc1
  A: -2.8; B: 8; C: 2; D: -2.2; E: -4; F: 22; G: 0; H: 3; I: 2

COc1ccccc1C(=O)C1CCCN(C(=O)c2ccco2)C1 (stereo not given)
  A: 1.3; B: -2; C: 9; D: 0.3; E: 0; F: -1.4; G: -4; H: -2; I: 9

Cc1ccc2cc3cc(C(=O)N4CCCCC4C)oc3nc2c1 (stereo not given)
  A: 1.1; B: -15; C: 22; D: -5.1; E: 4; F: -0.5; G: -2; H: -4; I: -5

O=C(COC(=O)C1=COCCO1)NCc1ccc(Cl)cc1
  A: -0.9; B: -6; C: 4; D: -0.9; E: 4; F: /; G: 2; H: -10; I: 1

C=CCc1ccccc1OCC(O)CN1CCN(C(=O)OCC)CC1 (stereo not given)
  A: -2.0; B: 0; C: 1; D: -3.2; E: -1; F: /; G: 0; H: 1; I: 1

CC1CCC(C(C)C)C(OP(=O)(c2ccccc2)C(O)c2ccncc2)C1 (stereo not given)
  A: -1.8; B: 12; C: -3; D: -0.9; E: 3; F: -0.5; G: 7; H: 1; I: -3

O=C(COC(=O)c1cc(S(=O)(=O)N2CCOCC2)ccc1O)Nc1cc(S(=O)(=O)N2CCCC2)ccc1Cl
  A: -1.0; B: 6; C: -7; D: -0.8; E: -4; F: -0.7; G: 2; H: 2; I: 5

O=C(COC(=O)/C=C/c1ccc(Cl)cc1)Nc1ccccc1
  A: 1.1; B: 7; C: -3; D: -3.5; E: 0; F: -0.9; G: -8; H: 22; I: -1

CCC(=O)Nc1cc2c(cc1C(=O)CC)OCCO2
  A: 2.2; B: -3; C: 8; D: -2.3; E: 6; F: -0.3; G: -4; H: 0; I: -4

NC(=O)C1CCN(C(=S)NCCc2ccccc2)CC1
  A: -1.7; B: -3; C: 0; D: -0.5; E: 4; F: /; G: -7; H: 2; I: 7

CCc1ccc(-c2cc(C)no2)cc1S(=O)(=O)Nc1ccc(Cl)cn1
  A: -1.4; B: 6; C: 3; D: -1.4; E: 1; F: -2.0; G: -2; H: 1; I: 3

CCCCN(C)C(=O)c1nc2ccccn2c1CN1CCN(c2ncccn2)CC1
  A: 0.9; B: 4; C: 11; D: 0.2; E: 0; F: /; G: -7; H: 6; I: 1

CC(C)OC(=O)c1cccnc1SCC(=O)N(C)c1ccccc1
  A: -1.5; B: -6; C: 23; D: -0.9; E: 3; F: /; G: 3; H: 4; I: -4

O=C(NCC(O)c1ccc([N+](=O)[O-])cc1)Nc1ccccc1 (stereo not given)
  A: 0.7; B: -4; C: 7; D: -1.3; E: 4; F: -1.9; G: -7; H: 21; I: 4

CCOC(=O)C1/C(=N\O)CC(C)(O)C(C(=O)OCC)C1c1ccc(OC)c(OC)c1 (stereo not given)
  A: -0.4; B: 1; C: -8; D: -2.1; E: 0; F: -1.1; G: 0; H: -2; I: 2

COc1ccc(OC(C)c2ccc(C#N)c(=O)[nH]2)cc1 (stereo not given)
  A: 1.3; B: 1; C: 10; D: 0.6; E: 4; F: /; G: 7; H: -4; I: 13

Cc1ccc2c(c1)N(C)/C(=C/c1cccc[n+]1CCO)S2
  A: 0.2; B: -27; C: 11; D: -0.1; E: -10; F: -1.4; G: 3; H: -29; I: -7

O=c1c(=Nc2ccccc2O)c(=O)c2ccccc12
  A: -2.3; B: -7; C: 9; D: -0.2; E: -2; F: /; G: -64; H: -5; I: 5

Cc1cc(-c2ccccc2)[nH]c(=O)c1S(=O)(=O)c1ccccc1
  A: 1.5; B: -8; C: 27; D: -1.1; E: 107*; F: -2.0; G: -1; H: -1; I: 2

Cc1cc(Cl)c(S(=O)(=O)N2CCSCC2)cc1OCC(=O)NC1CCCCC1
  A: 0.2; B: 1; C: -2; D: -3.5; E: 3; F: 0.7; G: 3; H: 0; I: -9

CC(=O)N1CCN(S(=O)(=O)c2cccc(C(=O)Nc3ccccc3N3CCOCC3)c2)CC1
  A: 2.0; B: 0; C: 3; D: 0.3; E: 0; F: /; G: -4; H: -3; I: 1

O=C(NCC(c1ccco1)N1CCCCC1)c1cccnc1 (stereo not given)
  A: 0.5; B: 6; C: 8; D: 1.1; E: 3; F: -4.1; G: 2; H: -4; I: 9

O=C(Nc1ccc(Cl)cn1)c1ccc2ccccc2n1
  A: 0.5; B: 1; C: 6; D: -1.8; E: 6; F: -1.6; G: -2; H: -8; I: 2

CC(=O)Nc1ccc(NC(=O)C(C)OC(=O)c2cc(S(=O)(=O)N(C)C)ccc2N2CCCC2)cc1 (stereo not given)
  A: 2.7; B: -3; C: 5; D: -1.3; E: 6; F: 0.0; G: -1; H: 9; I: -17

CC(=O)NCCc1nc2ccccc2n1CCCCOc1ccccc1
  A: -1.1; B: -7; C: 4; D: 0.3; E: 1; F: 4.7; G: /; H: -2; I: 9

Cc1cc(C(O)c2ncc(-c3ccccc3Cl)[nH]2)ccc1F (stereo not given)
  A: /; B: -1; C: -4; D: -4.3; E: -1; F: -1.4; G: /; H: -7; I: /

CC(C)CN(C(=O)CSc1nc2ccccc2[nH]1)c1c(N)n(Cc2ccccc2)c(=O)[nH]c1=O
  A: /; B: -4; C: 9; D: -2.7; E: 3; F: -0.1; G: /; H: 6; I: 3

Record cards (already shown). Screens in order: UGM FP inh	PrPC TRFRET	GDH-TPI inh	FadD28 binding	FBA Mtb inh	BioA inh	Rv3671c inh	BoNT-F LC inh	MazF activator
`Cc1cc(C(O)c2ncc(-c3ccccc3Cl)[nH]2)ccc1F` (stereo not given) is entered as /	-1	-4	-4.3	-1	-1.4	/	-7	/
`O=C(NCC(c1ccco1)N1CCCCC1)c1cccnc1` (stereo not given) is entered as 0.5	6	8	1.1	3	-4.1	2	-4	9
`Cc1cc(Cl)c(S(=O)(=O)N2CCSCC2)cc1OCC(=O)NC1CCCCC1` is entered as 0.2	1	-2	-3.5	3	0.7	3	0	-9
`CC(=O)NCCc1nc2ccccc2n1CCCCOc1ccccc1` is entered as -1.1	-7	4	0.3	1	4.7	/	-2	9
`CC(=O)Nc1ccc(NC(=O)C(C)OC(=O)c2cc(S(=O)(=O)N(C)C)ccc2N2CCCC2)cc1` (stereo not given) is entered as 2.7	-3	5	-1.3	6	0.0	-1	9	-17
